ZTA DNA inh – ZTA (EBV) inhibition in EBNA-1 counter-screen; P03206; ZTA-DNA binding, fluorescence polarization; inhibition, % at 11 µM; hit rate 0.15% among 320,000; in the data active = inhibition above about 33%
EBNA-1 inhibitor – blocks EBNA-1 binding to DNA. EBNA-1 DNA binding, fluorescence polarization. inhibition, % at 14.8 µM. hit rate 0.34% among 300,000. AID 1950; in the data active = inhibition above about 28%
RPL19A-GFP yeast – yeast TOR pathway RPL19A-GFP modulation; S. cerevisiae RPL19A-GFP strain, flow cytometry, 3 h; hits give low values; percent response vs DMSO, % at 10 µM; hit rate 0.3% among 330,000;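 active = percent response vs DMSO below 50%; inconclusive = fewer than 70 events counted for the yeast strain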;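 note: median channel GFP fluorescence of the barcoded RPL19A-GFP strain; ratio of sample median GFP to plate DMSO average so 100% = DMSO; lower means less RPL19A-GFP as with rapamycin TOR inhibition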
LAP4-GFP MLPCN – yeast TOR pathway LAP4-GFP modulation | S. cerevisiae LAP4-GFP multiplex, flow cytometry GFP, 3 h; median GFP as percent of DMSO wells | GFP response vs DMSO, % at 10 µM | hit rate 0.34% among 320,000;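 active = GFP response vs DMSO above a set limit, about the screen mean plus 3 SD, cut at about 150% in these data; inconclusive = under 70 cell events counted for the yeast strain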
procasp3 activ – procaspase-3 (human) activation | recombinant procaspase-3 D3A, Ac-DEVD-pNA absorbance 405 nm | hit rate 0.11% among 330,000 | activation, % at 8.5 µM | AID 463141 | P42574;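 active = activation above the mean of all tested compounds plus 3 SD, cut at about 21% in these data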;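 note: 0% = DMSO alone and 100% = DMSO wells spiked with extra 5 µM PC-3 D3A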
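Technique: 405 nm absorbance of p-nitroaniline, reads at 0 and 120 min; Test system: Procaspase-3 D3A mutant; Incubation: 1 h enzyme-compound preincubation, then 2 h substrate reaction, 25 °C; Repeats: singlicate, each compound tested once; Benchmarks: low control DMSO wells, high control DMSO plus 5 µM PC-3 D3A.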
proCasp7 act – activates human procaspase-7, counter-screen for procaspase-3 activators | recombinant procaspase-7, Ac-DEVD-pNA absorbance 405 nm; D23A/D198A/D206A triple mutant, cannot self-cleave; scale: DMSO 0, 5 µM enzyme 100 | hit rate 0.093% among 330,000 | activation, % at 8.5 µM | P55210 | AID 463210;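 active = percent activation above the screen-wide mean plus 3 SD, cut at about 25% in these data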
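System: Procaspase-7 triple mutant (PC-7 D3A); measure: % activation from two-timepoint absorbance difference, scaled to controls; times: 1 h compound preincubation, 2 h substrate cleavage, 25 °C; also added: Ac-DEVD-pNA substrate, 400 µM as added; measured by: Epi-absorbance of released pNA at 405 nm, two timepoints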
MEP2-GFP yeast – modulators of TOR pathway MEP2-GFP in S. cerevisiae. S. cerevisiae MEP2-GFP strain, flow cytometry GFP, 3 h; 100% = DMSO control level. GFP response vs DMSO, % at 10 µM. hit rate 0.51% among 330,000;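 active = GFP response versus DMSO above a set limit, roughly screen mean plus 3 SD, cut at about 180% in these data; inconclusive = fewer than 70 cells counted for a yeast strain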;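 note: median GFP fluorescence of the barcode-gated MEP2-GFP cells per well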
AHR act – activates the human aryl hydrocarbon receptor | P35869 | AHR-responsive luciferase reporter cells, luminescence | activation, % at 5 µM | hit rate 2.5% among 320,000; in the data active = activation above about 47%;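 note: 0% = vehicle wells and 100% = reference agonist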
* = called active by the depositor; ? = inconclusive; · = not tested or not shown.

SMILES	ZTA DNA inh	EBNA-1 inhibitor	RPL19A-GFP yeast	LAP4-GFP MLPCN	procasp3 activ	proCasp7 act	MEP2-GFP yeast	AHR act
COC(=O)[C@]1(C)N[C@H](CN(C)C(=O)NC(C)C)[C@@H]2C(=O)N(Cc3ccccc3)C(=O)[C@@H]21	·	·	89	85	0	4	86	0
CN(C)S(=O)(=O)c1ccc(N2CCCC2)c(C(=O)NC2CCC(O)CC2)c1 (stereo not given)	-1	-7	102	103	8	6	100	1
COc1cc(CN2CCN(c3cc(C)ccc3C)CC2)cc([N+](=O)[O-])c1O	3	4	100	92	-2	0	98	1
COc1ccc(NC(=O)CSc2nc(NS(=O)(=O)c3ccc(C)cc3)cc(=O)[nH]2)cc1	0	5	96	107	9	10	100	0
CCc1nnc(NS(=O)(=O)c2ccc(NC(=S)NC(=O)c3ccc(Br)cc3)cc2)s1	20	-4	106	80	-6	-7	106	0
O=C(Cc1ccccc1[N+](=O)[O-])NCCc1ccc(F)cc1	-10	0	104	89	-6	-6	104	21
COc1ccccc1Oc1ccc(S(=O)(=O)N2CCOCC2)cc1S(=O)(=O)N1CCOCC1	9	14	97	102	10	6	113	0
O=C(N/N=C/c1ccc(O)c(O)c1O)/C(=C/c1ccc([N+](=O)[O-])cc1)NC(=O)c1ccccc1	-13	-3	99	97	-26	-32	98	26
O=C1C=C(N2CCN(C(=O)c3ccccc3)CC2)C2(CCCCC2)O1	9	3	92	90	2	3	98	1
CCCC(=O)NC(NC(=S)Nc1ccc(N=Nc2ccccc2)cc1)C(Cl)(Cl)Cl (stereo not given)	10	-5	98	98	-10	-1	110	1
N#Cc1c(-n2cccc2)cccc1-n1cccc1	13	-1	?	?	3	8	?	-5
COc1cc(/C=C2\C(=N)N3N=C(S(C)(=O)=O)SC3=NC2=O)ccc1OC(=O)c1cccs1	7	11	100	91	2	-10	105	0
CC(=O)c1c(C)[nH]c(C(=O)NNC(=O)COc2ccc(Cl)cc2C)c1C	-4	-2	101	107	5	7	105	1
CS(=O)(=O)c1ccc(SCC(=O)NC2CCS(=O)(=O)C2)c([N+](=O)[O-])c1 (stereo not given)	19	-3	93	100	-9	-11	97	1
Cc1ccc(Cc2c(C)c(C#N)c3[nH]c4ccccc4n3c2=O)cc1	11	-1	92	96	3	6	100	1
c1ccc(-c2nnc(-c3ccncc3)nc2-c2ccccc2)cc1	-17	11	99	96	0	-5	105	24
N#Cc1c(N)n(CCOC(=O)c2cccc(Br)c2)c2nc3ccccc3nc12	-1	-1	102	106	2	2	107	2
O=C(CCc1nc(-c2ccc(F)cc2)no1)NCc1ccccc1CN1CCOCC1	·	·	106	98	-2	-9	101	5
O=C(Nc1cccc(S(=O)(=O)N2CCCCC2)c1)c1cncc(Br)c1	·	·	98	99	5	13	106	18
CNC(=O)/C(C#N)=C/c1cc(C)n(-c2ccc(N3CCOCC3)cc2)c1C	0	-7	97	102	-1	9	90	-2
Cc1cc(OCC(=O)NCCCN2CCOCC2)cc(C)c1Cl	15	4	97	83	3	10	91	2
COc1ccc(S(=O)(=O)N(CC(=O)NCc2cccnc2)Cc2ccccc2)cc1	10	-2	101	93	2	5	103	2
CC12CCC(=O)N1C(C(=O)Nc1cccc(S(=O)(=O)N3CCCCC3)c1)CS2 (stereo not given)	3	-5	100	97	5	2	96	2
COc1ccc(Cn2nnnc2C(c2cc3cccc(C)c3[nH]c2=O)N2CCOCC2)cc1 (stereo not given)	-1	15	101	95	-3	0	99	2
Cc1cccc(NC(=O)CN2CCN(CC(=O)Nc3ccc(-c4ccccc4)cc3)CC2)c1C	-6	-16	100	89	1	-5	102	-1
CCCOc1ccc(OCCOCCN2CCc3ccccc3C2)cc1	14	-1	103	96	2	4	101	3
Cc1ccc(C(=O)NC(=S)N(C)C2CCCCC2)cc1	-12	-5	89	123	5	9	106	8
COc1ccccc1NC(=O)C(=O)N/N=C(\C)CC(=O)Nc1ccccn1	0	7	105	79	8	1	102	-1
O=C(c1ccc(Cl)cc1)N1CCN(c2ccc([N+](=O)[O-])c(NCc3cccnc3)c2)CC1	6	1	100	102	-5	-9	107	0
CC(C)(C)c1ccc(NC(=O)N2CCCN(c3c(Cl)cncc3Cl)CC2)cc1	0	-11	94	121	-5	-1	102	0
CC(=O)NN1C(=O)c2ccccc2NC1c1ccccc1F (stereo not given)	-2	-12	102	86	0	-3	105	1
CC(C)(C)N(Cc1ccccc1)C(=O)CSc1ncn[nH]1	-6	5	108	111	-4	-3	113	0
CN1CCN(C(=O)CSc2nc(-c3ccco3)cc(C(F)(F)F)n2)CC1	-3	-3	96	95	-1	2	98	3
O=C1/C(=C/c2cccs2)SC(=S)N1CCC(=O)N1CCCCC1CCO (stereo not given)	-26	2	94	93	-17	-20	92	2
CCOC(=O)N1CCN(c2cc3nccnc3cc2F)CC1	11	-3	·	93	0	3	94	-9
CSc1nc(C2CC2)cc(-c2cccs2)c1C#N	6	6	95	102	4	10	96	2
COc1ccc(-c2csc(NC(=O)CN3C(=O)C4CC=CCC4C3=O)n2)cc1 (stereo not given)	-6	·	95	98	-1	4	95	2
Clc1ccc(-n2nnnc2-c2cnc3ccc(Cl)cc3c2-c2ccccc2)cc1	-9	11	110	104	13	-3	113	1
S=c1[nH]nc(COc2ccc(Cl)cc2)n1C1CCCCC1	-3	7	96	100	-17	-33	95	0
O=C(N/N=C/c1ccc2c(c1)OCO2)C1COc2ccccc2O1 (stereo not given)	-8	-15	96	98	-7	1	99	7
COc1ccc(NC(=O)COC(=O)c2ccc(OCc3ccc(Cl)cc3Cl)c(OC)c2)c(OC)c1	-5	14	104	97	5	0	106	0
COc1ccc(-c2cc(-c3ccc(OC)cc3)nc(-c3ccc4c(c3)NC(=O)CO4)c2)cc1	17	14	106	113	3	6	111	7
CC1CN(C(=O)Cn2c(=O)oc3ccccc32)CC(C)O1 (stereo not given)	15	0	101	100	-3	5	106	-1
CC1CC(C)CN(C(=O)C(C)N(C)CC(=O)Nc2ccc(F)cc2)C1 (stereo not given)	21	·	94	98	-2	-3	99	2
Cc1ccc(S(=O)(=O)Nc2ccc(Cl)cn2)cc1	19	11	103	95	4	5	108	5
CC(C)CC(=O)NC1(C(F)(F)F)NC(=O)N(c2ccccc2)C1=O (stereo not given)	-20	-9	101	93	1	-1	100	1
COC(=O)CSc1nn(-c2ccc(F)cc2)c(=S)s1	-4	-2	106	90	2	1	103	-1
CCOc1ccc2nc(N3CCCC(C(=O)N4CCN(CC)CC4)C3)sc2c1 (stereo not given)	-4	11	100	105	-1	-3	103	11
OCC1(Cc2ccc(Cl)cc2)CCN(CC2CC=CCC2)CC1 (stereo not given)	-1	0	99	114	12	3	101	2
CCCCCCCCC(=O)NNC(=O)c1c(O)c2ccccc2n(CCC)c1=O	17	7	95	96	2	12	94	0

In the list so far, two contain a CF3 group.
SMILES	ZTA DNA inh	EBNA-1 inhibitor	RPL19A-GFP yeast	LAP4-GFP MLPCN	procasp3 activ	proCasp7 act	MEP2-GFP yeast	AHR act
CN1CCN(C(=O)CSc2nc(-c3ccco3)cc(C(F)(F)F)n2)CC1	-3	-3	96	95	-1	2	98	3
CC(C)CC(=O)NC1(C(F)(F)F)NC(=O)N(c2ccccc2)C1=O (stereo not given)	-20	-9	101	93	1	-1	100	1

New compounds follow
SMILES	ZTA DNA inh	EBNA-1 inhibitor	RPL19A-GFP yeast	LAP4-GFP MLPCN	procasp3 activ	proCasp7 act	MEP2-GFP yeast	AHR act
CC1CCCC(C)N1CCCNC(=O)C(=O)Nc1ccc2nc3n(c(=O)c2c1)CCCCC3 (stereo not given)	1	-21	98	100	3	-12	105	1
CC(O)CNCCCOc1ccccc1OCc1ccccc1 (stereo not given)	-9	4	97	100	-3	12	101	7
O=C(COC(=O)Cc1c[nH]c2ccccc12)NC1CCS(=O)(=O)C1 (stereo not given)	1	7	91	97	5	4	84	12
CCNC(=O)COc1cccc2ccccc12	-17	1	100	94	4	2	101	4
O=C1CCCCC/C1=N/Nc1ccc(OCc2ccccc2)cc1	4	11	102	99	-4	6	103	5
CCOc1ccc(OCCC(=O)NNC(=O)c2ccccc2Cl)cc1	-14	8	99	104	-3	-3	94	3
c1csc(-c2nc(NCCCN3CCOCC3)c3ccccc3n2)c1	9	-19	102	93	0	6	100	17
COc1cccc(Nc2nc(N)c([N+](=O)[O-])c(NCc3ccco3)n2)c1	11	-10	89	105	-10	0	103	-5
COc1cccc(SCC2(O)CCN(C(=O)c3ccc(Cl)cc3)CC2)c1	-8	-11	102	85	0	9	99	6
Cn1ccnc1SCC(=O)N(C1CCCCC1)C1CCCCC1	-3	-4	103	102	5	-7	98	3
COc1ccc(C(=O)N/C(=C\c2ccco2)C(=O)NCCN2CCOCC2)cc1	-16	-1	109	103	8	-4	109	3
CCOC(=O)CSc1ncnc2c1cnn2-c1ccc(C)cc1	-6	3	99	103	9	9	99	-3
Cc1ccc(N2C(=O)CC(SCC(=O)Nc3ccc(S(N)(=O)=O)cc3)C2=O)cc1 (stereo not given)	10	0	97	103	-21	-5	96	4
COc1ccc(NC(=O)CNC(=O)Cn2cnc3sc(C)c(C)c3c2=O)cc1OC	-13	-6	94	98	10	-9	98	1
O=C(CN1C(=O)NC2(CCCC2)C1=O)OCCOc1ccc(Br)cc1	-18	0	95	101	17	-2	100	1
CC(C)c1nc(C#N)c(NN)o1	-11	0	102	125	-7	1	109	10
CC1(C)c2[nH]c3ccccc3c2C[C@H]2C(=O)N(Cc3ccccc3)C(=O)N21	-45	6	103	111	-3	9	95	5
COc1ccccc1C(=O)COC(=O)CNC(=O)c1ccc(Br)o1	-10	4	98	106	-1	2	109	5
CCOC(=O)Cc1csc(N/N=C\c2ccc(N(C)C)cc2)n1	-9	-5	103	91	2	3	101	3
COc1ccccc1-c1cc(C(=O)N/N=C/C=C/c2ccccc2[N+](=O)[O-])c2ccccc2n1	6	8	100	101	9	-8	102	3

Part of the list above, with values under each structure:
Value order – ZTA DNA inh | EBNA-1 inhibitor | RPL19A-GFP yeast | LAP4-GFP MLPCN | procasp3 activ | proCasp7 act | MEP2-GFP yeast | AHR act
CC(C)c1nc(C#N)c(NN)o1
 : -11 | 0 | 102 | 125 | -7 | 1 | 109 | 10
CC1(C)c2[nH]c3ccccc3c2C[C@H]2C(=O)N(Cc3ccccc3)C(=O)N21
 : -45 | 6 | 103 | 111 | -3 | 9 | 95 | 5
COc1ccccc1C(=O)COC(=O)CNC(=O)c1ccc(Br)o1
 : -10 | 4 | 98 | 106 | -1 | 2 | 109 | 5
CCOC(=O)Cc1csc(N/N=C\c2ccc(N(C)C)cc2)n1
 : -9 | -5 | 103 | 91 | 2 | 3 | 101 | 3
COc1ccccc1-c1cc(C(=O)N/N=C/C=C/c2ccccc2[N+](=O)[O-])c2ccccc2n1
 : 6 | 8 | 100 | 101 | 9 | -8 | 102 | 3

Next structures:
SMILES	ZTA DNA inh	EBNA-1 inhibitor	RPL19A-GFP yeast	LAP4-GFP MLPCN	procasp3 activ	proCasp7 act	MEP2-GFP yeast	AHR act
COCn1c(COc2ccccc2)nc2ccccc21	-19	-10	99	110	4	12	99	3
CC(=O)N/C(=C\c1ccccc1)C(=O)OCCCOC(=O)/C(=C/c1ccccc1)NC(C)=O	9	0	104	95	6	2	100	0
Cc1cc(N2C(=O)C(O)=C(C(=O)c3cc4ccccc4o3)C2c2ccc([N+](=O)[O-])cc2)no1 (stereo not given)	15	14	97	100	-7	-16	96	0
Cc1nn2c3cc(N4CCOCC4)ccc3nc2c2ccccc12	-2	-18	110	109	-3	-1	113	144*
O=C1CCN(Cc2ccc(Br)cc2)CCN1CCO	-7	8	97	119	6	3	89	-2
CSc1ccc(C(=S)N2CCN(Cc3ccccc3)CC2)cc1	-2	3	99	103	-2	0	104	1

Screening data deposited in PubChem by several laboratories.
